Screening results (PubChem BioAssay)
MrgX1 agonist = human MrgX1 receptor agonism, primary screen. MrgX1-HEK293 cells, Fluo-4 calcium fluorescence, agonist mode; active compounds read high. 310,000 tested, 0.44% active. Q96LB2. B-score at 10 µM. AID 588627;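 active = calcium response B-score plate-corrected fluorescence ratio at least 3 library SD, with starting fluorescence B-score inside 5 SD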
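Material – MrgX1-expressing HEK293 cells · Input – 15,000 cells seeded per well · Dosing – compound as first of three additions · Times – overnight seeding, then 1 h dark dye loading · Measured by – kinetic Fluo-4 NW fluorescence of intracellular calcium · Read-out – B-scored fluorescence response ratio · Benchmarks – positive and negative control wells on each plate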
MrgX1 allo act = human MrgX1 positive allosteric modulation, primary screen; Q96LB2; MrgX1-HEK293, Fluo-4 calcium flux, FDSS; active compounds read high; B-score at 10 µM; 310,000 tested, 0.63% active;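 active = plate-corrected calcium response at least 3 library SD above typical, normal starting fluorescence, not activating the receptor alone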;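 also: compound read alongside a low EC10 to EC30 dose of BAM8-22 agonist; peak minus trough fluorescence over baseline measured at the second addition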
TRPC6 inhibitor = blocks the mouse TRPC6 cation channel | Q61143 | HEK293-TRPC6, membrane potential dye, ACh-evoked depolarization; active compounds read low | B-score at 10 µM | 310,000 tested, 1.1% active | AID 2553;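 active = B-score under library mean minus 3 SD, initial fluorescence not abnormally high, positive integrated signal ratio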;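 also: B-score derived from integrated fluorescence ratio over the kinetic read; more negative B-score means stronger inhibition of depolarization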
TRPC4 PAM = TRPC4 (mouse) allosteric potentiation; Q9QUQ5; HEK293 TRPC4beta/mu-opioid, DAMGO EC20, Fluo-4 Ca2+ flux; active compounds read high; B-score at 10 µM; 310,000 tested, 0.42% active; AID 2227;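 active = B-score of calcium response area above 5 SD of library B-scores, with initial fluorescence ratio within 5 SD of library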;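 also: B-score of integrated fluorescence ratio over time as area under calcium response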
Target sequence (Q9QUQ5 whole entry, looked up): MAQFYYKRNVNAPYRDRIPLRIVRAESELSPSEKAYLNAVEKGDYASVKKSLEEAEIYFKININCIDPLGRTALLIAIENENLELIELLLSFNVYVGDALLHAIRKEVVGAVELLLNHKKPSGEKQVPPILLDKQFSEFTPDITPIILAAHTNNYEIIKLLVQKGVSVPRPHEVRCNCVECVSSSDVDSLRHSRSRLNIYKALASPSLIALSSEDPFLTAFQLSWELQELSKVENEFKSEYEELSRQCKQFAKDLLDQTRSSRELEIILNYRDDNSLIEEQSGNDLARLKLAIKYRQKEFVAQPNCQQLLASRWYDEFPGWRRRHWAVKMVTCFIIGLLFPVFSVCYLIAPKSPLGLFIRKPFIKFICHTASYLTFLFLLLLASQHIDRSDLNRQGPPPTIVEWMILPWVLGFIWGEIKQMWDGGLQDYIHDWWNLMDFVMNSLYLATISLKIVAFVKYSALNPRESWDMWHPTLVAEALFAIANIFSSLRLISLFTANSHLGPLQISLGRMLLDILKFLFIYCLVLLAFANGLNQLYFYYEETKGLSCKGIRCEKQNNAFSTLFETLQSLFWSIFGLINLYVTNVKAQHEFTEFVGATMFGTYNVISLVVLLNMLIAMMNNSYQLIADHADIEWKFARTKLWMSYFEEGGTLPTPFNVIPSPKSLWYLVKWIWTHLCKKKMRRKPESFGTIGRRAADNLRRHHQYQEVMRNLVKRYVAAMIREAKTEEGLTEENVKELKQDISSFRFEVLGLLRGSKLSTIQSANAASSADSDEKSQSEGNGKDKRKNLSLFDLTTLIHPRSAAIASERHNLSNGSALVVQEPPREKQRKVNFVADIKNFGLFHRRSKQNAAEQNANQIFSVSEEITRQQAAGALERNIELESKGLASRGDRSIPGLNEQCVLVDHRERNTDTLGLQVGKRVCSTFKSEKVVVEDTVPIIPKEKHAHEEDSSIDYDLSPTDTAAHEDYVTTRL
PolyA inhibitor = yeast polyadenylation inhibition; S. cerevisiae SKY197-pL101 polyadenylation reporter, beta-gal luminescence; efflux-impaired pdr1/pdr3 knockout yeast; score 100 = 6 SD above DMSO; calls only at 12 µM; 300,000 tested, 0.02% active; AID 1875;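 active = lowest replicate activity score at least 50, where 100 means six control SD above control mean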;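 also: yeast exposed to compound for 9 h at 30 °C; higher score means more reporter readthrough which indicates perturbed polyadenylation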
TRPC4 block = blocks the mouse TRPC4 cation channel; Q9QUQ5; HEK293 TRPC4beta/mu-opioid, DAMGO-evoked Fluo4 calcium flux; active compounds read low; B-score at 10 µM; 300,000 tested, 0.39% active; AID 2247;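 active = B-score over 3 SD under the library average, no early fluorescence shift, positive overall ratio signal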
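System: stable TRPC4beta/mu-opioid receptor HEK293 cells; Dosing: single-point compound dosing; Measured by: Fluo4 Ca2+ flux fluorescence; Read-out basis: per-well B score of integrated baseline-normalized Fluo4 ratio.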
TRPC6 activator = activators of mouse TRPC6 channel; Q61143; HEK293-TRPC6 membrane potential dye fluorescence; active compounds read high; B-score at 10 µM; 310,000 tested, 0.13% active;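 active = B-score of the integrated fluorescence ratio above library mean plus 3 SD, and starting fluorescence ratio within library mean plus 5 SD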;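 also: higher score means more depolarization so channel activation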
TRPC4 act = TRPC4 (mouse) channel activation. Q9QUQ5. HEK293 TRPC4beta/mu-opioid, Fluo4 calcium fluorescence; active compounds read high. B-score at 10 µM. 310,000 tested, 0.49% active. AID 2237;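 active = B-score above 5 SD of library B-scores, and initial fluorescence ratio not above library mean plus 5 SD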;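 also: positive B-score marks a calcium rise read as TRPC4 activation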
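Material: TRPC4beta and mu-opioid receptor HEK293 stable cells | Incubation: 45 min room-temperature Fluo4 loading, 110 s read | Detection: Kinetic Fluo4 calcium fluorescence | Measure: Integrated baseline-normalised fluorescence ratio, converted to per-well B score | Benchmarks: Low control buffer alone, high control maximal DAMGO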
AI-2 QS mod = modulators of Vibrio harveyi AI-2 quorum sensing system; Vibrio harveyi JMH597 AI-2 luminescence/OD600 ratio, 9 h; active compounds read low; strain lacks LuxN and CqsS sensors; 0 = neutral-control median; activity change, % at 7.5 µM; 300,000 tested, 0.4% active; AID 2094; in the data active = activity change below about -75%, passing the limit was not always enough;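 also: luminescence divided by OD600 gain over 9 h not by final OD600 alone; inactives centre near 13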
HIF act = HIF pathway transcriptional activation; U2OS HRE-luciferase reporter, luminescence; normalized: DMSO 0%, desferrioxamine 100%; activation, % at 7.5 µM (by protocol); 300,000 tested, 0.32% active;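 active = mean activation of at least 10% of the iron chelator positive control signal, with at least half of replicates also reaching 10%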
MrgX1 antag = blocks BAM8-22 activation of human MrgX1 receptor | Q96LB2 | MRGX1-HEK293 calcium flux, Fluo-4, BAM8-22 antagonism; active compounds read low | B-score at 10 µM | 310,000 tested, 1.3% active;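 active = calcium-response B-score plate-corrected more than 3 library SD below zero, starting fluorescence within 5 deviations, no agonist response on first addition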;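 also: peak minus trough fluorescence over baseline after final BAM8-22 challenge near maximal dose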
Starred values were filed as active, the others as inactive; i = inactive; . = not tested or not shown. This is a subset (hit frequency here may not be typical).

Each structure is followed by: TRPC4 block, MrgX1 agonist, HIF act, MrgX1 allo act, TRPC6 inhibitor, TRPC6 activator, AI-2 QS mod, PolyA inhibitor, MrgX1 antag, TRPC4 PAM, TRPC4 act
> COc1cccc(C2CC(=O)C3=C(C2)Nc2ccccc2N(C(=O)CCC(=O)O)C3c2ccc(F)cc2)c1 (stereo unspecified)
→ i, i, -0.1, i, i, i, 15, i, i, i, i
> O=C(CN1C(=O)NC2(CCCC2)C1=O)OCCOc1ccc(Cl)cc1
→ i, i, -0.2, i, i, i, 32, i, i, i, i
> CCN(CC)C(=O)c1c([N+](=O)[O-])c(C(C)(C)C)nn1C
→ i, i, -0.8, i, i, i, 11, i, i, i, i
> CC1CCC(NC(=O)Cn2cc3c(n2)CCCC3)CC1 (stereo unspecified)
→ i, i, 1.6, i, i, i, 13, i, i, i, i
> CN1C(=O)C(N=Nc2ccccc2C(=O)O)N(C)C1=S (stereo unspecified)
→ i, 48*, 0.2, i, i, 20*, -38, i, i, i, i
> Cc1cnc(C(=O)Nc2ccc(OC(F)(F)F)cc2)cn1
→ i, i, 0.7, i, i, i, -18, i, i, i, i
> O=C(Cc1cccc2ccccc12)NCC1CCCO1 (stereo unspecified)
→ i, i, -0.2, i, i, i, 14, i, i, i, i
> O=C(CSc1nc(O)cc(=O)[nH]1)N1CCOCC1
→ i, i, 0.1, i, i, i, 18, i, i, i, i
> O=C(CN1CCN(c2ccccc2F)CC1)c1ccc2cc[nH]c2c1
→ i, i, 0.6, i, i, i, 13, i, i, i, i
> O=C(Cc1ccc(S(=O)(=O)N2CCOCC2)s1)Nc1ccc2c(c1)CCC2
→ i, i, 0.3, i, i, i, -18, i, i, i, i
> COC(OC)c1ccnc(SCc2ccccc2Cl)n1
→ i, i, ., i, i, i, 17, i, i, i, i
> O=C(CSc1nnc(-c2cccc(Cl)c2)o1)Nc1ccc2c(c1)OCCO2
→ i, i, 4.8, i, i, i, 46, ., i, i, i
> O=C(Nc1cccc(F)c1)C1CCCN1S(=O)(=O)c1cccc2cccnc12 (stereo unspecified)
→ i, i, ., i, i, i, 30, i, i, i, i
> CC(=O)OC(C(=O)NC1CCCCC1)c1ccccc1F (stereo unspecified)
→ i, i, -0.4, i, i, i, 6, i, i, i, i
> CC(=O)Nc1ccc(NC(=O)/C=C/c2ccc(Cl)cc2)cc1
→ i, i, 1.0, i, i, i, 14, i, i, i, i
> CCc1cccc2c(C(=O)C(NC(C)CC)c3ccccc3)c[nH]c12 (stereo unspecified)
→ i, i, 0.4, i, i, i, -10, i, i, i, i
> CCn1c(=O)cc(O)c2ccccc21
→ i, i, -0.2, i, i, i, 14, i, i, i, i
> CSc1cccc(NC(=O)CN(c2cc(C)ccc2C)S(C)(=O)=O)c1
→ i, i, 0.7, i, i, i, 7, i, i, i, i
> Cc1cc(C)cc(N(C(=O)c2ccc(Br)o2)C2C=CS(=O)(=O)C2)c1 (stereo unspecified)
→ i, i, -0.4, i, i, i, 7, ., i, i, i
> CCCN1C=CC(=CC=C(C#N)C#N)C=C1
→ i, i, 0.4, i, i, i, ., i, i, i, i
> CC(C)(C)C1CCC(OC(=O)c2cncc(Br)c2)CC1 (stereo unspecified)
→ i, i, 0.4, i, i, i, 5, i, i, i, i
> COc1ccc2cc(CN(CC3CCCO3)S(=O)(=O)c3ccccc3)c(=O)[nH]c2c1 (stereo unspecified)
→ i, i, 0.1, i, i, i, 15, i, i, i, i
> CCNC(=O)Nc1ccc(OC)cc1OC
→ i, i, 0.3, i, i, i, 20, i, i, i, i
> CC1CCCCC1NC(=O)c1ccc(S(=O)(=O)N2CCCC2)cc1 (stereo unspecified)
→ i, i, 0.2, i, i, i, 10, i, i, i, i
> CCN(CC)CCCNC(=O)c1cc2nc3c(c(C(F)(F)F)n2n1)CCc1ccccc1-3
→ i, i, -0.2, i, -6.7*, i, 3, i, i, i, i
> CCCCCCSc1nnc(-c2cnn(-c3ccccc3)c2-n2cccc2)n1C
→ i, i, -1.4, i, i, i, 43, i, i, i, i
> O=P(c1ccccc1)(c1ccccc1)c1cc(Br)cc(Br)c1OCCO
→ i, i, 0.7, i, i, i, 6, i, i, i, i
> O=C(c1ccccc1NS(=O)(=O)c1ccccc1[N+](=O)[O-])N1CCOCC1
→ i, i, -1.4, i, i, i, 8, i, i, i, i
> N#CC1=C(N)SC(N)=C(C#N)C1Cc1ccccc1
→ i, i, -0.2, i, i, i, 15, i, i, i, i
> CCc1ccc(NC(=O)CC2C(=O)N(c3cccc(C)c3)C(=O)N2C2CC2)cc1 (stereo unspecified)
→ i, i, 0.2, i, i, i, 7, i, i, i, i

Printed as active in TRPC6 activator, of those listed so far:
Compound	TRPC6 activator	AI-2 QS mod	PolyA inhibitor	MrgX1 antag	TRPC4 PAM
CN1C(=O)C(N=Nc2ccccc2C(=O)O)N(C)C1=S (stereo unspecified)	20*	-38	i	i	i

(further entries)
Each structure is followed by: TRPC4 block, MrgX1 agonist, HIF act, MrgX1 allo act, TRPC6 inhibitor, TRPC6 activator, AI-2 QS mod, PolyA inhibitor, MrgX1 antag, TRPC4 PAM, TRPC4 act
> CCOc1ccc(CCNC(=O)c2sc3nc4n(c(=O)c3c2C)CCC4)cc1OCC
→ i, i, -0.2, i, i, i, 34, i, i, i, i
> CC1c2cc3c(cc2CCN1C(=O)c1ccc(C(F)(F)F)cc1)OCCCO3 (stereo unspecified)
→ i, i, -0.4, i, i, i, 2, i, i, i, i
> O=C(NC1CC1)C1=C[C@H](c2c[nH]c3ccccc23)C[C@H](OCCCCO)O1
→ i, i, 0.6, i, i, i, 28, i, i, i, i
> COc1cc(C(O)c2nc3ccccc3n2C(C)C)cc(OC)c1OC (stereo unspecified)
→ i, i, -0.4, i, i, i, 36, i, i, i, i
> COc1ccc(OC)c(C2C(C(=O)c3ccc(C)o3)=C(O)C(=O)N2c2cc(C)on2)c1 (stereo unspecified)
→ i, i, -0.6, i, i, i, 16, i, i, i, i
> CC(=O)c1cc(-c2ccccc2)n(CCC(=O)NC2CCCCCCC2)c1C
→ i, i, 0.0, i, i, i, 21, i, i, i, i
> COc1ccc(C2C(C(=O)c3ccco3)=C(O)C(=O)N2CCN2CCOCC2)cc1 (stereo unspecified)
→ i, i, 0.1, i, i, i, 15, i, i, i, i
> C=CCn1c(N)cc(=O)nc1SC(C)C(=O)Nc1ccc(C(=O)OCC)cc1 (stereo unspecified)
→ i, i, -0.1, i, i, i, 39, i, i, i, i
> O=C1Nc2ccccc2C1(O)Cc1ccccn1 (stereo unspecified)
→ i, i, 0.0, i, i, i, 13, i, i, i, i
> CCc1noc(C)c1C(=O)NCCc1ccc(OC)c(OC)c1
→ i, i, 0.5, i, i, i, 0, i, i, i, i
> O=C1c2ccccc2NC(c2ccccc2)N1/N=C/c1ccccc1 (stereo unspecified)
→ i, i, 1.5, i, i, i, -9, i, i, i, i
> Cc1nn(C)cc1CNC(=O)C1CCC(=O)N(Cc2cccc(C(F)(F)F)c2)C1 (stereo unspecified)
→ i, i, -0.3, i, i, i, 21, i, i, i, i
> CN(C)S(=O)(=O)c1ccc(C(=O)Nc2ccccc2SCCC#N)cc1
→ i, i, 0.2, i, i, i, 27, i, i, i, i
> CC1(C)CC(=O)C(C(N)=NC(=O)c2ccccc2)=C(O)C1
→ i, i, 0.9, i, i, i, 35, i, i, i, i
> Cc1nc2sc(C(c3cccs3)N3CCC4(CC3)OCCO4)c(O)n2n1 (stereo unspecified)
→ i, i, 0.1, i, i, i, 6, i, i, i, i
> CC(C)(C)NC(=O)CN(C(=O)CS(=O)CC(=O)Nc1ccc(F)cc1)c1ccc2c(c1)OCCO2 (stereo unspecified)
→ i, i, -0.1, i, i, i, -3, i, i, i, i
> O=C(O)CCC(=O)NCC(=O)c1ccc(F)cc1
→ i, i, 0.0, i, i, i, 10, i, i, i, i
> Nc1ccc2c(c1)-c1ccccc1S(=O)(=O)N2
→ i, i, 1.0, i, i, i, 47, i, i, i, i
> Clc1ccc(CNc2cnccn2)cc1Cl
→ i, i, -1.2, i, i, i, 11, i, i, i, i
> O=c1cc(N2CCc3ccccc32)[nH]c(=O)n1-c1ccccc1Cl
→ i, i, 0.7, i, i, i, 31, ., i, i, i
> COc1ccc(NC(=S)N2CCN(CCN=CC3=C(O)CC(c4ccccc4)CC3=O)CC2)cc1 (stereo unspecified)
→ i, i, -0.3, i, i, i, 8, i, i, i, i
> COc1cc(/C=C2/SC(=NCc3ccccc3)N(Cc3ccccc3)C2=O)ccc1O
→ i, i, -0.1, i, i, i, -1, i, i, i, i
> Cc1ccc(-c2noc(-c3cc4ccccc4oc3=O)n2)cc1
→ i, i, 0.3, i, i, i, 24, i, i, i, i
> CCOC(=O)/C(C#N)=N/Nc1ccc(S(=O)(=O)N2CCc3ccccc32)cc1
→ i, i, 0.0, i, i, i, 14, i, -4.5*, i, i
> CCOC(=O)C1=C(Cc2ccc(Cl)cc2)C(=O)c2ccccc2C1=O
→ i, i, ., i, i, i, 7, i, -4.5*, i, i
> CC1(C)CC(=O)C2=C(C1)N(c1ccc(F)cc1)C(=O)CC2c1ccsc1 (stereo unspecified)
→ i, i, -0.4, i, i, i, 6, i, -5.1*, i, i
> CCc1nc(NCCO)c(C#N)c2c1CSC(C)(C)C2
→ i, i, -0.5, i, i, i, -9, i, i, i, i
> CCc1cc(-c2n[nH]c(=S)n2N)n(C)n1
→ i, i, -0.7, i, i, i, 9, i, i, i, i
> C=CCNC(=O)/C(C#N)=C/c1ccc(C(=O)O)cc1
→ i, i, -0.4, i, i, i, 41, i, i, i, i
> COc1ccc2c(c1)NC(C)(C)C=C2C
→ i, i, -0.3, i, i, i, 43, i, i, i, i
> O=c1cc(-c2ccccc2)c2c(O)cc(O)cc2o1
→ i, 29*, -0.1, i, i, i, -9, i, i, i, i
> CCCCc1ccc(C(=O)NC(C(=O)O)C(C)C)cc1 (stereo unspecified)
→ i, i, -0.4, i, i, i, 27, i, i, i, i
> CC(Sc1ncnc2sccc12)C(=O)Nc1ccc(C(N)=O)cc1 (stereo unspecified)
→ i, i, -0.3, i, i, i, 7, i, i, i, i
